# High-throughput results deposited in PubChem BioAssay by several laboratories.
# MrgX1 PAM: human MrgX1 positive allosteric modulation, primary screen; Q96LB2; MrgX1-HEK293, Fluo-4 calcium flux, FDSS; hits give high values; B-score at 10 µM; hit rate 0.63% among 310,000;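 active = plate-corrected calcium response at least 3 library SD above typical, normal starting fluorescence, not activating the receptor alone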;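 note: compound read alongside a low EC10 to EC30 dose of BAM8-22 agonist; peak minus trough fluorescence over baseline measured at the second addition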
# TRPC4 potent: allosteric potentiators of mouse TRPC4 channel | hit rate 0.42% among 310,000 | AID 2227 | HEK293 TRPC4beta/mu-opioid, DAMGO EC20, Fluo-4 Ca2+ flux; hits give high values | B-score at 10 µM | Q9QUQ5;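 active = B-score of calcium response area above 5 SD of library B-scores, with initial fluorescence ratio within 5 SD of library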;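 note: B-score of integrated fluorescence ratio over time as area under calcium response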
# Target sequence (Q9QUQ5 whole entry, looked up): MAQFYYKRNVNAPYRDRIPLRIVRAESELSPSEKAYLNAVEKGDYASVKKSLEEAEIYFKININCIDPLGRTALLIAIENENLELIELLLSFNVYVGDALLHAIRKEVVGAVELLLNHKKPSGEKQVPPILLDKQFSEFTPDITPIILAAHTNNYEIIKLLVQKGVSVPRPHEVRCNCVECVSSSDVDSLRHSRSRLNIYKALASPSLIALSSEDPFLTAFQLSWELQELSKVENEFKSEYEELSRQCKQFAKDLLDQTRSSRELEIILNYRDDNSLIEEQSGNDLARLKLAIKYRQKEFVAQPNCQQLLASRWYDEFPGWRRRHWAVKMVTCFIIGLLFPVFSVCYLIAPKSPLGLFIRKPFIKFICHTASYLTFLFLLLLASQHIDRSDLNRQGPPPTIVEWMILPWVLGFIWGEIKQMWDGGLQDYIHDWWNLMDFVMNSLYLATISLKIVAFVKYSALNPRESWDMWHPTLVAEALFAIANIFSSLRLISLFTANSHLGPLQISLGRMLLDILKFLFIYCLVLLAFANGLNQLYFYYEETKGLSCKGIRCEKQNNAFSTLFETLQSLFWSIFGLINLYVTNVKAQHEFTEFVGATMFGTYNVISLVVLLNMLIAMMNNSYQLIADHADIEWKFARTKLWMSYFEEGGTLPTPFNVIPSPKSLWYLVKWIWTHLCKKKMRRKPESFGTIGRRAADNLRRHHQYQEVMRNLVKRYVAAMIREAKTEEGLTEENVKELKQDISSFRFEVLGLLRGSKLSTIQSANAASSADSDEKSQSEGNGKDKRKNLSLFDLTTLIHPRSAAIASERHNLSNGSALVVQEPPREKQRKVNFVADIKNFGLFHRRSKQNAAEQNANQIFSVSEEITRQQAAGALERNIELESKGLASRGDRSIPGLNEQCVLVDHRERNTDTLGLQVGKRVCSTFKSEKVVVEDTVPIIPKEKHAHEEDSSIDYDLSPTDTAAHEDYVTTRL
# TRPC6 act: activates the mouse TRPC6 cation channel | Q61143 | B-score at 10 µM | HEK293-TRPC6 membrane potential dye fluorescence; hits give high values | hit rate 0.13% among 310,000;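 active = B-score of the integrated fluorescence ratio above library mean plus 3 SD, and starting fluorescence ratio within library mean plus 5 SD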;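 note: higher score means more depolarization so channel activation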
# HIF activator: HIF pathway transcriptional activation. U2OS HRE-luciferase reporter, luminescence; normalized: DMSO 0%, desferrioxamine 100%. activation, % at 7.5 µM (by protocol). hit rate 0.32% among 300,000;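 active = mean activation of at least 10% of the iron chelator positive control signal, with at least half of replicates also reaching 10%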
# TRPC4 act: activators of mouse TRPC4 channel | HEK293 TRPC4beta/mu-opioid, Fluo4 calcium fluorescence; hits give high values | B-score at 10 µM | hit rate 0.49% among 310,000 | AID 2237;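 active = B-score above 5 SD of library B-scores, and initial fluorescence ratio not above library mean plus 5 SD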;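 note: positive B-score marks a calcium rise read as TRPC4 activation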
#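 Incubation: 45 min room-temperature Fluo4 loading, 110 s read / System: HEK293 cells stably co-expressing mouse TRPC4beta and mu-opioid receptor / Signal: Fluo4 fluorescence, kinetic / Control set: buffer (low) and maximal DAMGO (high) / Measure: integrated baseline-normalised fluorescence ratio, converted to per-well B score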
# MrgX1 antag: human MrgX1 receptor antagonism, primary screen. MRGX1-HEK293 calcium flux, Fluo-4, BAM8-22 antagonism; hits give low values. B-score at 10 µM. hit rate 1.3% among 310,000. AID 588676;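 active = calcium-response B-score plate-corrected more than 3 library SD below zero, starting fluorescence within 5 deviations, no agonist response on first addition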;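 note: peak minus trough fluorescence over baseline after final BAM8-22 challenge near maximal dose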
# PolyA inhibitor: yeast polyadenylation inhibition; S. cerevisiae SKY197-pL101 polyadenylation reporter, beta-gal luminescence; efflux-impaired pdr1/pdr3 knockout yeast; score 100 = 6 SD above DMSO; calls only at 12 µM; hit rate 0.02% among 300,000;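 active = lowest replicate activity score at least 50, where 100 means six control SD above control mean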;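 note: yeast exposed to compound for 9 h at 30 °C; higher score means more reporter readthrough which indicates perturbed polyadenylation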
# MrgX1 agonist: human MrgX1 receptor agonism, primary screen; AID 588627; B-score at 10 µM; MrgX1-HEK293 cells, Fluo-4 calcium fluorescence, agonist mode; hits give high values; hit rate 0.44% among 310,000;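 active = calcium response B-score plate-corrected fluorescence ratio at least 3 library SD, with starting fluorescence B-score inside 5 SD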
#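 Material: MrgX1-expressing HEK293 cells; input: 15,000 cells per well; doses: test compound given as first of three sequential additions; schedule: overnight plating before 1 h dye loading; technique: Fluo-4 NW calcium-flux fluorescence, kinetic read; evaluation: baseline-normalised fluorescence change ratio, B-scored; control set: plate-wise positive and negative controls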
# TRPC4 block: inhibitors of mouse TRPC4 channel | Q9QUQ5 | HEK293 TRPC4beta/mu-opioid, DAMGO-evoked Fluo4 calcium flux; hits give low values | B-score at 10 µM | hit rate 0.39% among 300,000;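 active = B-score over 3 SD under the library average, no early fluorescence shift, positive overall ratio signal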
#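 Signal: kinetic Fluo4 fluorescence imaging of calcium influx. Material: stable TRPC4beta/mu-opioid receptor HEK293 cells. Probe or stimulus: DAMGO in two steps, submaximal then maximal.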
# AI-2 QS modul: Vibrio harveyi AI-2 quorum sensing modulation | Vibrio harveyi JMH597 AI-2 luminescence/OD600 ratio, 9 h; hits give low values; strain lacks LuxN and CqsS sensors; 0 = neutral-control median | activity change, % at 7.5 µM | hit rate 0.4% among 300,000 | AID 2094; in the data active = activity change below about -75%, passing the limit was not always enough;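 note: luminescence divided by OD600 gain over 9 h not by final OD600 alone; inactives centre near 13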
# TRPC6 inh: inhibitors of mouse TRPC6 channel; AID 2553; B-score at 10 µM; hit rate 1.1% among 310,000; HEK293-TRPC6, membrane potential dye, ACh-evoked depolarization; hits give low values;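 active = B-score under library mean minus 3 SD, initial fluorescence not abnormally high, positive integrated signal ratio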;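 note: B-score derived from integrated fluorescence ratio over the kinetic read; more negative B-score means stronger inhibition of depolarization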
# An asterisk follows results filed as active; i = inactive; . = no result given.
SMILES,MrgX1 PAM,TRPC4 potent,TRPC6 act,HIF activator,TRPC4 act,MrgX1 antag,PolyA inhibitor,MrgX1 agonist,TRPC4 block,AI-2 QS modul,TRPC6 inh
CCCS(=O)(=O)N1CCCC(C(=O)NCCCN2CCN(c3ccccc3F)CC2)C1 (stereo not given),i,i,i,-0.4,i,i,i,i,i,7,i
O=C(O)c1ccc(-c2nc(-c3ccc(Cl)cc3)cs2)cc1,.,i,i,1.5,i,.,i,.,i,25,i
O=c1[nH]c2ccc(Cl)cc2c(-c2ccccc2)c1SC(=S)N1CCCCC1,i,i,i,0.0,i,i,i,i,i,44,i
C/C=C(\C)CN1CCN(c2cccc(C)c2C)CC1,i,i,i,0.1,i,i,i,i,i,-1,i
CCOC(=O)N1CCN(CCC(=O)Nc2cc([N+](=O)[O-])ccc2OC)CC1,i,i,i,-0.9,i,i,i,i,i,31,i
Cc1ccc(CC2CC(=O)N(Cc3ccco3)C2=O)cc1 (stereo not given),i,i,i,2.2,i,i,i,i,i,5,i
COC(=O)C(NS(=O)(=O)c1ccc(F)cc1)c1ccccc1 (stereo not given),i,i,i,-0.1,i,i,i,i,i,5,i
CCOC(=O)C1=C(N)N2C(=O)C(C)SC2=C(C(=O)OC)C1c1cccc(OC)c1 (stereo not given),i,i,i,-0.2,i,i,i,i,i,5,i
CC(=O)Nc1c2c(nn1-c1ccc(F)cc1)CSC2,i,i,i,0.2,i,i,i,i,i,16,i
COc1ccccc1NC(=O)[C@H](COCc1ccccc1)NC(=O)OC(C)(C)C,i,i,i,0.1,i,i,i,i,i,14,i
COCCNc1nc2c(c(=O)n(Cc3ccccc3F)c(=O)n2C)n1C,i,i,i,-0.9,i,i,i,i,i,10,i
COc1ccc(-n2c(C)cc(-c3csc(N)n3)c2C)cc1,i,i,i,-0.1,i,i,i,i,i,43,i
CCc1nc2ccccc2c(=O)n1NC(=O)c1c(O)c2ccccc2n(CC)c1=O,12*,i,i,-0.2,i,i,i,i,i,33,i
COc1ccc(C(=O)/C=C2/C(=O)Nc3ccccc32)cc1,i,i,i,0.6,i,i,i,i,i,21,i
CN(C)CCCOC(=O)c1ccc(Cl)cc1,i,i,i,-0.5,i,i,i,i,i,-4,i

# Fetched one by one from above:
SMILES,MrgX1 PAM,TRPC4 potent,TRPC6 act,HIF activator,TRPC4 act,MrgX1 antag,PolyA inhibitor,MrgX1 agonist,TRPC4 block,AI-2 QS modul,TRPC6 inh
COc1ccccc1NC(=O)[C@H](COCc1ccccc1)NC(=O)OC(C)(C)C,i,i,i,0.1,i,i,i,i,i,14,i
COc1ccc(-n2c(C)cc(-c3csc(N)n3)c2C)cc1,i,i,i,-0.1,i,i,i,i,i,43,i
CCCS(=O)(=O)N1CCCC(C(=O)NCCCN2CCN(c3ccccc3F)CC2)C1 (stereo not given),i,i,i,-0.4,i,i,i,i,i,7,i
COc1ccc(C(=O)/C=C2/C(=O)Nc3ccccc32)cc1,i,i,i,0.6,i,i,i,i,i,21,i

# (list continues)
SMILES,MrgX1 PAM,TRPC4 potent,TRPC6 act,HIF activator,TRPC4 act,MrgX1 antag,PolyA inhibitor,MrgX1 agonist,TRPC4 block,AI-2 QS modul,TRPC6 inh
CC(C)Cc1csc(NC(=O)c2ccc(Cl)cc2)c1C(=O)O,i,i,i,-0.1,48*,i,i,37*,i,16,i
CCOc1ccc(C(=O)Nc2ccc(S(=O)(=O)N3CCN(C)CC3)cc2)cc1,i,i,i,-0.1,i,i,i,i,i,5,i
Cc1cc2ccccc2n1CCNC(=O)COc1ccc2ccccc2c1,i,i,i,0.2,i,i,i,i,i,35,i
Cc1ccc2[nH]c3c(=O)n(CC(=O)NCCCN4CCN(c5ccc(F)cc5)CC4)ncc3c2c1,i,i,i,0.3,i,i,i,i,i,9,i
CCc1ccc(S(=O)(=O)NCCc2cn3ccc(C)cc3n2)s1,i,i,i,0.0,i,i,i,i,i,20,i
O=C(CSCc1ccc(Cl)cc1)Nc1cc([N+](=O)[O-])ccc1O,i,i,i,0.5,i,i,i,i,i,3,i
Cc1sc2ncnc(SCC(=O)NCC(C)C)c2c1C,i,i,i,0.1,i,i,i,i,i,17,i
COc1ccc(NCc2nnc(SCC(=O)NCc3ccco3)n2-c2ccccc2OC)cc1,i,i,i,1.3,i,i,i,i,i,45,i
Cc1cccc(N2CCN(C(=O)CCCOc3ccccc3)CC2)c1C,i,i,i,1.4,i,i,i,i,i,33,i
CN(C(=O)c1nc(-c2ccccc2)n(-c2ccccc2)n1)C1CCS(=O)(=O)C1 (stereo not given),i,i,i,0.3,i,i,i,i,i,11,i
Cc1sc2ncnc(SCC(=O)NC(=O)NCc3ccco3)c2c1C,i,i,i,0.5,i,i,i,i,i,10,i
COCCNC(=S)N/N=C1\CC(C)CC(C)(C)C1 (stereo not given),i,i,i,0.1,i,i,i,i,i,-6,i
COc1ccc(OC)c(/C=N/NC(=O)c2ccncc2)c1,i,i,i,-1.3,i,i,i,i,i,24,i
COc1ccc(C2=CC3=C(Br)C(=O)C(C)(OC(=O)c4ccco4)C(=O)C3=CO2)cc1 (stereo not given),i,i,i,-0.6,i,i,i,i,i,-1,i
CC[C@@]12C(=O)N(c3ccccc3)C(=O)N1[C@H](c1cccc(C)c1)[C@@H]1C(=O)N(Cc3ccccc3)C(=O)[C@@H]12,i,i,i,-1.0,i,i,i,i,i,14,i
Nc1cc(=O)n(Cc2ccccc2)c(=O)n1-c1ccc(Cl)cc1,i,i,i,0.2,i,i,i,i,i,1,i
COc1ccccc1-c1c(C)nn2c(N3CCC4(CC3)OCCO4)cc(C)nc12,i,i,i,-0.5,i,i,i,i,i,17,i
CC1CCCN(S(=O)(=O)c2ccc3c(c2)c(=O)nc2ccccn23)C1 (stereo not given),i,i,i,-0.2,i,i,i,i,i,24,i
Cc1ccc(CN(C)CC(=O)NC(C)c2ccccc2)cc1 (stereo not given),i,i,i,0.3,i,i,i,i,i,21,i
O=C(Nc1ccc(S(=O)(=O)N2CCOCC2)cc1)C1CC1,15*,i,i,-0.3,i,i,i,i,i,8,i
CC(=O)N1CCC(O)(c2cccc(C(F)(F)F)c2)CC1,i,i,i,-0.4,i,i,i,i,i,29,i
Cc1ccc2[nH]c(=O)c(CN(CC3CCCO3)C(=O)c3ccncc3)cc2c1 (stereo not given),i,i,i,0.1,i,i,i,i,i,0,i
CCCC(C)C(=O)Nc1cc([N+](=O)[O-])ccc1Cl (stereo not given),i,i,i,0.1,i,i,i,i,i,30,i
O=C(COC(=O)c1cc(S(=O)(=O)N2CCOCC2)ccc1O)NCCc1ccccc1,i,i,i,-1.3,i,i,i,i,i,7,i
O=C(NC1CCCC1)C(c1ccc(N2CCOCC2)cc1)N(C(=O)c1ccco1)c1ccccc1F (stereo not given),i,i,i,-0.5,i,i,i,i,i,17,i
COc1cccc(CN2CCNC(=O)C2CC(=O)N(C)CC2CCOCC2)c1OC (stereo not given),i,i,i,-0.1,i,i,i,i,i,.,i
CCC(=O)Oc1ccc(C(=O)Nc2ccccc2C(=O)NCC(C)C)cc1,i,i,i,-0.1,i,i,i,i,i,9,i
COc1ccc(NC(=O)CCCNC(=O)Cn2cnc3sc(C)c(C)c3c2=O)cc1Cl,i,i,i,-1.2,i,i,i,i,i,37,i
COc1ccc(/C=C2\CCc3ccccc3C2=O)cc1OC,i,i,i,2.2,i,i,i,i,i,0,i
Cc1c(C(=O)NC2CCCc3ccccc32)oc2ccc(S(=O)(=O)N3CCCC3)cc12 (stereo not given),i,i,i,-0.5,i,i,i,i,i,20,i
COc1ccc(S(=O)(=O)N2CCCCCC2)cc1C(=O)N(C)Cc1ccc(OC)c(OC)c1OC,i,i,i,0.2,i,i,i,i,i,19,i
COC(=O)c1c(NC(=O)c2c(Cl)cnn2C)sc(C)c1C,i,i,i,0.1,i,-4.7*,i,i,i,12,i
COc1ccc(C(=O)Nc2ccc(S(=O)(=O)N3CCCC3)cc2)cc1,i,i,i,0.2,i,i,i,i,i,-7,i
CCOc1ccc(-c2ccc(NS(=O)(=O)c3ccc([N+](=O)[O-])cc3)cc2)nn1,i,i,i,-0.5,i,i,i,i,i,40,i
Cc1cccc(CN2C(=O)CCSc3ccc(Cl)cc32)c1,i,i,i,0.0,i,i,i,i,i,17,i
O=C(c1ccc(-c2ccccc2)cc1)c1ccc([N+](=O)[O-])cc1,i,i,i,0.0,i,i,i,i,i,14,i
CC(C)(CC(=O)O)CC(=O)O,i,i,i,-0.3,i,i,i,i,i,11,i
Cc1ccc(C2(C)NC(=O)N(CC(=O)Nc3ccc(-c4nc5ccc(C)cc5s4)cc3)C2=O)cc1 (stereo not given),i,i,i,1.4,i,i,i,i,i,19,i
O=C(OCCCN=C1NS(=O)(=O)c2ccccc21)c1ccc(F)cc1,i,i,i,-0.7,i,i,i,i,i,23,i
Cc1ccc(CNC(=O)CCN2C(=O)[C@@H]3Cc4ccccc4CN3C2=O)cc1,i,i,i,0.2,i,i,i,i,i,4,i
Cc1c(C)c2ccc(OCC(=O)N3CCN(c4ccccc4)CC3)cc2oc1=O,i,i,i,-0.4,i,i,i,i,i,27,i
C/C(=N\NC(=O)CNc1ccc(F)cc1)c1cc2ccccc2o1,i,i,i,-0.3,i,i,i,i,i,3,i
COc1ccc(C(=O)C2CCCN(Cc3ccc(Sc4nncn4C)o3)C2)cc1F (stereo not given),i,i,i,0.1,131*,i,i,i,i,28,i
O=c1c(-c2ccc(O)cc2)coc2cc(OC3OC(CO)C(O)C(O)C3O)cc(O)c12 (stereo not given),i,i,i,3.8,i,i,i,i,i,8,i
Cc1cc(OCC(O)CN2CCOCC2)cc(C)c1Cl (stereo not given),i,i,i,1.2,i,i,i,i,i,11,i
Cc1ccccc1NCCC(=O)Nc1ccc(F)cc1,i,i,i,-0.5,i,i,i,i,i,-87*,i
O=C(COC(=O)CCCc1nc2ccccc2s1)Nc1ncc(Cl)cc1Cl,i,i,i,-1.4,i,i,i,i,i,-1,i
CCCC1(CCC)NC(=O)NC1=O,i,i,i,0.6,i,i,i,i,i,14,i
C=CCn1c(-c2cccc3ccccc23)n[nH]c1=S,i,i,i,-0.1,i,i,i,i,i,-6,i

# These rows are one share of the data; the hit share may differ from the screen's.
